Source: PubChem BioAssay (several laboratories)
NS5 inhibitors – Dengue-2 NS5 methyltransferase inhibitors, primary screen, biochemical, confirmation dose response (AID 588689); inhibition, % at 25 µM, or IC50 in µM where a hit was titrated; Dengue-2 NS5 methyltransferase capping enzyme assay, biochemical; higher % means a stronger effect; 340,000 tested, 0.3% active; in the data active means a potency from the dose series; inconclusive means inhibition above about 29% without an active follow-up result
AID2073 – disruptors of CaV2.2 binding to Mint1 – biochemical, HTRF (AID 2073) | 290,000 tested, 0.19% active | inhibition, % at 20 µM, or IC50 in µM where a hit was titrated | HTRF protein-protein interaction, Mint1-CaV2.2; higher % means a stronger effect; in the data active means inhibition mostly above about 51%, no sharp cut-off; inconclusive means no clear call, values can overlap the other calls; inactive means mostly below about 53%; further: some results filed as inactive read as strong as hits
MgcRacGAP inhibition – MgcRacGAP GTPase-activating activity inhibitors, confirmation, biochemical, ADP Hunter fluorescence; MgcRacGAP-stimulated Rac1 GTP hydrolysis, ADP Hunter fluorescence; higher % means a stronger effect; GST-tagged Rac1 F28L mutant substrate; inhibition, % at 30 µM; hits with a dose series show IC50 in µM; 340,000 tested, 0.6% active; AID 624330;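 active means first-screen hits whose inhibition reached a set limit at any dose in the follow-up dose series; inconclusive means inhibition above the set first-screen limit but never retested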;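 further: fluorescence reports GDP produced by GAP-driven GTP hydrolysis; strong numbers were not always called active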
Large T inhibition – SV40 large T antigen inhibitors, biochemical (AID 1903); 310,000 tested, 0.39% active; inhibition, % at 20 µM; hits with a dose series show IC50 in µM; SV40 large T antigen ATPase/helicase inhibition assay; higher % means a stronger effect; in the data active means a potency from the dose series; inconclusive means inhibition mostly from about 32% at the one dose, without a potency; inactive means the rest, 99 in 100 with inhibition below about 32%; further: strong numbers were not always called active
NTR1 ag – agonists of NTR1, primary screen, imaging, U2OS cells, beta-arrestin-GFP, high content (AID 493036); activation, % at 20 µM; 330,000 tested, 0.17% active; NTR1-U2OS beta-arrestin-GFP spot imaging, agonist mode; P30989;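 active means activation at or above 40% of the spot to cytoplasm intensity ratio, with at least 20 cells analyzed; inconclusive means wells under 20 cells, flagged as cytotoxic or low count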;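 further: 0% = DMSO without peptide and 100% = 100 nM NTR1 peptide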
Target sequence (P30989 whole entry, looked up): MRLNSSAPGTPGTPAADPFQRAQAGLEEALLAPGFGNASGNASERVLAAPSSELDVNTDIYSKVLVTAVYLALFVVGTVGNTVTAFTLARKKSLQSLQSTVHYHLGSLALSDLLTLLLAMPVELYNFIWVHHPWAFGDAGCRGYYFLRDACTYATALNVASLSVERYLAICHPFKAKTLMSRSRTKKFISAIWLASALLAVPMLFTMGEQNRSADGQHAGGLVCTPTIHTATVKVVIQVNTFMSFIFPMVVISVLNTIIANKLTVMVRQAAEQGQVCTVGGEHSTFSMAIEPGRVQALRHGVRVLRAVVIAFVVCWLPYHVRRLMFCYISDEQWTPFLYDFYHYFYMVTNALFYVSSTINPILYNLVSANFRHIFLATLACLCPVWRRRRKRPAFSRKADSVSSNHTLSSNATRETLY
West Nile virus CPE – West Nile virus antiviral activity, cell-based, CPE readout (AID 1621); West Nile virus-infected cells, CPE inhibition; higher % means a stronger effect; CPE inhibition, % at 10 µM; hits with a dose series show IC50 in µM; 290,000 tested, 0.02% active; in the data active means a potency from the dose series; inconclusive means CPE inhibition mostly from about 3.7% at the one dose, without a potency; inactive means the rest, 99 in 100 with CPE inhibition below about 2.2%; further: strong numbers were not always called active
SIAH1 antagonists – blockers of Siah-1 interaction with plectin peptide – biochemical, fluorescence polarization, rhodamine-plectin, uHTS, primary screen (AID 1817); Siah-1 / rhodamine-plectin peptide fluorescence polarization; higher % means a stronger effect; one-dose displacement, % at 20 µM; IC50 in µM for titrated hits; 290,000 tested, 0.02% active;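 active means displacement of at least 50% at 20 µM, with a fluorescence ratio check between 0.3 and a set limit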;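 further: plate controls were Siah plus tracer with DMSO for no effect and tracer alone without Siah for full effect; strong numbers were not always called active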
UTI89 phage lysis – protection from phage-mediated lysis, alamar blue read-out – E. coli UTI89, K1F phage, bacterial capsule biogenesis inhibitors (AID 488966) | 340,000 tested, 0.02% active | one-dose inhibition, % at 100 µM; IC50 in µM for titrated hits | E. coli UTI89 K1F phage lysis, alamar blue, 2 h; higher % means a stronger effect;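 active means phage lysis inhibition, versus mean bacterial control, above a set limit; inconclusive means no clear call, values can overlap the other calls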;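 further: capsule biogenesis inhibitors block K1F phage lysis so surviving cells raise fluorescence; higher fluorescence means more inhibition of phage lysis; actives were called in the ten point dose series up to 300 µM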
RSV antiviral HEp-2 – inhibition of RSV-induced cytopathic effect – HEp-2 cells, primary 10 µM value included (AID 2391); HEp-2 cells, RSV-induced CPE inhibition; higher % means a stronger effect; one-dose CPE inhibition, % at 10 µM; IC50 in µM for titrated hits; 310,000 tested, 0.13% active; in the data active means a potency from the dose series; inconclusive means CPE inhibition mostly from about 23% at the one dose, without a potency; inactive means the rest, 99 in 100 with CPE inhibition below about 21%; further: strong numbers were not always called active
NTR1 ag cell count 20 µM – recorded beside NTR1 ag, whose call it bears; cell count; measured here: cell count, cytotoxicity flag
NS5 inhibitors pilot replicate – recorded beside NS5 inhibitors, whose call it bears; inhibition, %; measured here: pilot screen replicate inhibition
Starred values were filed as active, the others as inactive; ? = inconclusive; / = not tested or not shown; [ ] = dose if it differs, or a comment.

A first look, three compounds:
SMILES | NS5 inhibitors | AID2073 | MgcRacGAP inhibition | Large T inhibition | NTR1 ag | NTR1 ag cell count 20 µM | West Nile virus CPE | SIAH1 antagonists | UTI89 phage lysis | RSV antiviral HEp-2 | others
COc1ccc(CNC(=O)C(C)OC(=O)C23CC4CC(CC(O)(C4)C2)C3)cc1 (stereo unspecified) | -2% | 5% | 8% | 8% | -0.5 | 54 | -1.1% | -6% | 2.9% | 1.1%
Cc1cccc(/N=C/c2nc(-c3ccccc3Br)oc2O)n1 | -7% | -2% | 8% | 2% | 0.1 | 83 | / | 0% | 0.1% | -1.4%
CCc1cc(=O)oc2cc(C)cc(OCC(=O)NCCCN3CCOCC3)c12 | 19% | 32% | 1% | 4% | 0.4 | 65 | 0.2% | -2% | -0.1% | 0.1%

The list itself (from the top)
SMILES | NS5 inhibitors | AID2073 | MgcRacGAP inhibition | Large T inhibition | NTR1 ag | NTR1 ag cell count 20 µM | West Nile virus CPE | SIAH1 antagonists | UTI89 phage lysis | RSV antiviral HEp-2 | others
COc1ccc(CNC(=O)C(C)OC(=O)C23CC4CC(CC(O)(C4)C2)C3)cc1 (stereo unspecified) | -2% | 5% | 8% | 8% | -0.5 | 54 | -1.1% | -6% | 2.9% | 1.1%
Cc1cccc(/N=C/c2nc(-c3ccccc3Br)oc2O)n1 | -7% | -2% | 8% | 2% | 0.1 | 83 | / | 0% | 0.1% | -1.4%
CCc1cc(=O)oc2cc(C)cc(OCC(=O)NCCCN3CCOCC3)c12 | 19% | 32% | 1% | 4% | 0.4 | 65 | 0.2% | -2% | -0.1% | 0.1%
COCc1nnc(NC(=O)COc2ccc3c(c2)OCO3)s1 | 4% | 4% | 1% | 2% | -1.4 | 52 | 0.0% | -3% | 0.2% | 4.0%
CC(=O)Nc1cccc(-c2nnc(SCC(=O)N3CCCCC3)n2C)c1 | -4% | -5% | 6% | 1% | 3.0 | 80 | 0.4% | 0% | 0.9% | -0.4% | NS5 inhibitors pilot replicate=-0.9
Cc1ccc(-c2nc(CN(Cc3cnn(C)c3)C(C)C)c(C)o2)o1 | 3% | 13% | -3% | 75% | 2.8 | 49 | -0.4% | -3% | -0.9% | 0.8%
CCn1c(SCC(=O)c2ccc(C)cc2)nnc1-c1ccncc1 | -9% | -5% | 10% | 4% | 0.8 | 56 | -0.7% | 2% | 3.3% | -0.3%
O=C(Nc1nnc(-c2ccc(Cl)cc2)o1)c1ccccc1Br | -1% | 4% | 2% | 3% | 0.8 | 87 | 0.8% | 3% | 1.7% | 3.9%
CCCOc1ccc(N2C(=O)CC(N3CCN(S(=O)(=O)c4ccccc4)CC3)C2=O)cc1 (stereo unspecified) | -3% | -4% | 4% | 9% | 1.0 | 74 | 0.7% | -2% | 0.5% | 1.4%
COCCn1c(C)cc(C(=O)CSc2nc3ccccc3s2)c1C | -12% | 3% | 8% | 20% | 7.3 | 64 | -1.6% | -2% | 0.0% | 0.9%
CCOC(=O)c1cc(-c2cc(OC)c(OC)c(OC)c2)nc2c1c(=O)[nH]c(=O)n2Cc1ccccc1 | -8% | 41% | 3% | 4% | 5.7 | 33 | -0.3% | -2% | 0.3% | 4.0%
Fc1ccc2[nH]c3c(N4CCSCC4)ncnc3c2c1 | -12% | 18% | 14% | 1% | 12 | 44 | 1.6% | -2% | -1.1% | 2.4%
NNC(=O)COc1ncn(-c2ccccc2)n1 | 4% | 2% | 8% | 4% | -0.9 | 46 | 0.0% | -4% | 0.2% | 0.1%
O=C(NC1CC2CCC(C1)N2Cc1nnnn1Cc1ccco1)NC12CC3CC(CC(C3)C1)C2 (stereo unspecified) | 1% | -1% | 3% | 2% | -1.4 | 73 | -1.5% | -1% | 0.3% | ?
O=C(CCCNC(=O)c1ccc(Cl)cc1)Nc1ccc(Br)cc1 | 0% | -4% | 4% | 5% | 0.0 | 37 | -0.9% | 14% | 0.2% | 2.3%
COC(=O)c1ccc(CSc2ccc3nnc(-c4ccccn4)n3n2)o1 | -6% | -1% | 7% | 6% | 1.1 | 59 | -0.1% | 0% | -0.6% | 1.2%
O=C(CCN1CCCCC1)c1ccc2c(c1)OCCO2 | -4% | 0% | 2% | 9% | 2.1 | 51 | ? | 1% | -0.3% | -0.4%
Cc1ccc(N(CCC#N)C(=O)COC(=O)c2ccccc2SCC(=O)N2CCCC2)cc1 | 4% | / | 1% | 13% | -1.7 | 55 | / | / | -1.5% | -1.9%
NC(=O)N1OCC2COc3ccc4ccccc4c3C21 (stereo unspecified) | -2% | -8% | 13% | 15% | -1.8 | 38 | -0.1% | 4% | 0.0% | 1.7%
COCCNC(=O)CS(=O)Cc1nc(-c2ccccc2C)oc1C (stereo unspecified) | -2% | -5% | -1% | -2% | 1.2 | 91 | 0.0% | -6% | -0.8% | 1.7%
COc1ccc(NS(=O)(=O)c2ccc(C)c(C(=O)N3CC(C)OC(C)C3)c2)cc1 (stereo unspecified) | -5% | / | -2% | 8% | 1.4 | 69 | / | / | 1.7%[50 µM] | 2.1%
COC(=O)C(Cc1ccccc1)NC(=O)CCNC(=O)c1ccc(Br)cc1 (stereo unspecified) | -6% | -8% | 0% | 7% | -0.1 | 47 | 0.1% | 0% | 0.0% | 1.0%
CC1CN(c2nc(-c3ccccc3)nnc2-c2ccccc2)CC(C)O1 (stereo unspecified) | 1% | 11% | -2% | 1% | 1.6 | 43 | 0.8% | -3% | -0.7% | 0.5%
COc1ccc(N2C(=O)C3CCCN3C2c2ccc(C)o2)cc1 (stereo unspecified) | -1% | 14% | -4% | 5% | 1.7 | 51 | 0.7% | -3% | 2.3% | 0.3%
CCOc1ccc(C(=O)Nc2ccccc2C(=O)O)cc1 | -4% | 7% | 3% | 6% | 0.0 | 41 | 0.1% | -2% | -1.1% | 1.0%
O=C(CSc1nnc(-c2ccc(O)cc2)n1Cc1ccccc1)NNC(=O)c1ccc(Br)cc1 | -3% | -3% | 5% | 15% | -0.4 | 47 | 0.9% | 4% | 1.2% | 2.4%
O=C1[C@@H]2C(c3cccnc3)=NO[C@@H]2C(=O)N1c1ccc(Br)cc1 | 4% | -4% | 3% | 14% | -0.8 | 66 | -0.5% | 11% | 5.1% | /
CC(C)Oc1ccc(C(CC(=O)O)c2ccc(F)cc2)cc1 (stereo unspecified) | -2% | -9% | 7% | 10% | 0.8 | 73 | 0.1% | -1% | 1.1% | -1.1%
CCCc1ccc(C(=O)Cn2nc(C(=O)O)c3ccccc3c2=O)cc1 | 1% | 6% | 4% | 3% | 4.7 | 60 | -0.8% | 15% | 0.4% | 4.3%
CCOc1ccc(/C=N/NC(=O)C(C)N(c2ccc(OC)cc2)S(C)(=O)=O)cc1 (stereo unspecified) | -3% | -5% | -1% | 1% | 1.1 | 60 | -0.3% | -4% | 0.8%[50 µM] | 3.5%
Cc1ccc(C)c2[nH]c(=O)c(CCNC(=O)c3cccs3)cc12 | -1% | 1% | 8% | -13% | -1.5 | 88 | / | -8% | -1.3% | 2.9%
CN(C)CC/C=C1/c2cc(F)ccc2Sc2ccc(Cl)cc21 | -2% | / | 19% | 5% | 3.4 | 61 | / | / | 4.2% | 0.6%
COc1ccc(CC(=O)NNC(=O)c2ccco2)cc1OC | -1% | 3% | 5% | 7% | 0.0 | 44 | 0.0% | 12% | 0.4% | 1.0%
COc1ccc2nc(NC(=O)CSC3=NCCS3)sc2c1 | -8% | 3% | 16% | 20% | 0.2 | 35 | 1.6% | 0% | -0.1% | -0.5%
COc1ccc(OC)c(NC(=O)C(=O)/C=C(\O)c2cc(OC)ccc2OC)c1 | 3% | -3% | 2% | 6% | -1.2 | 94 | 1.8% | 2% | 1.5% | -0.1%
CC(C)(C)c1ccc(C(=O)Nc2ccc(C(=O)N3CCCC3)cc2)cc1 | 3% | 9% | 12% | 4% | 6.7 | 71 | 0.1% | 3% | -0.2% | ?
NC(=NC(=O)c1cccc(C(F)(F)F)c1)c1ccc(C(F)(F)F)cn1 | 8% | -6% | 8% | -1% | 6.0 | 59 | -0.3% | -2% | 6.1% | /
O=C(CCCN1C(=O)/C(=C\c2ccccc2)SC1=S)Nc1ccccc1O | -6% | -3% | 9% | 12% | 2.4 | 59 | 0.6% | 0% | 0.9% | 1.2%
CCCNC(=O)C1CN(S(=O)(=O)c2ccc(Cl)s2)c2ccccc2O1 (stereo unspecified) | -4% | / | 2% | / | 2.9 | 53 | / | / | 0.9%[50 µM] | /
Nc1cc(Cl)ccc1C(=O)OCC(=O)N1CCOCC1 | -8% | 8% | 4% | 8% | 0.0 | 71 | 0.1% | 4% | -0.1% | -0.5%
O=C(NCc1ccccc1Cl)c1cccc(NC(=O)c2ccccc2)c1 | -2% | 5% | 9% | 6% | -0.4 | 66 | -0.7% | 6% | 5.5% | 18%
COc1ccc(N2CCN(Cc3nc4c(c(=O)[nH]c(=O)n4C)n3Cc3cccc(Cl)c3)CC2)cc1 | -2% | 6% | 7% | / | -1.4 | 44 | 0.1% | 4% | -0.1% | 11%
CCOC(=O)C(C)n1nc(/C=C/c2ccccc2)ccc1=O (stereo unspecified) | -2% | 12% | 6% | 21% | -0.3 | 51 | 0.0% | -3% | 0.7% | 15%
O=c1cc(NCCCO)c2ccccc2o1 | -3% | -3% | 5% | 15% | -2.0 | 70 | 0.5% | -6% | 0.6% | -1.1% | NS5 inhibitors pilot replicate=3.0
COc1ccc(S(=O)(=O)N2CCC(C(=O)NC3CCCC3)CC2)cc1OC | 1% | -4% | -2% | 9% | 0.2 | 62 | -0.4% | 10% | -0.2% | 0.5%
Cc1cc(C)n(CCCNC(=O)c2cc(COc3ccc(C)c(C)c3)on2)n1 | -3% | 11% | 6% | 26% | -0.1 | 73 | -0.6% | -1% | -0.2% | 2.3%
CC(=O)Nc1ccc(S(=O)(=O)NC2(C(F)(F)F)C(=O)Nc3c2c(=O)[nH]c(=O)n3Cc2cccnc2)cc1 (stereo unspecified) | -6% | -3% | -2% | 4% | 0.3 | 67 | 0.2% | 0% | 2.0% | 0.7%
O=C(NC1CCCCCC1)c1ccc[nH]c1=S | -6% | 64% | 5% | 2% | 0.1 | 76 | -0.1% | -4% | 0.3% | -1.7%
Cc1ccc(C(=O)C(NC(=O)c2ccco2)Nc2sc3c(c2C(N)=O)CCCC3)cc1 (stereo unspecified) | / | 13% | / | 19% | 3.8 | 61 | 1.0% | -6% | / | 3.0%
Cc1ccc(Cn2nnc3c(=O)[nH]c(C4CCCN(S(=O)(=O)c5ccccc5F)C4)nc32)cc1 (stereo unspecified) | 6% | 12% | 3% | 19% | 7.2 | 37 | 1.9% | 3% | 0.4% | 4.7%
